Screening results (PubChem)
Hck-Nef inh – inhibitors of human Hck kinase activated by Nef. P08631. Recombinant Hck-YEEI plus Nef, Z-Lyte FRET kinase assay. inhibition, % at 20 µM. 220,000 tested, 0.68% active;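 active = Hck-Nef kinase inhibition above about 50%, limit read from the data; inactive = inhibition below that limit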;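 also: 0% = DMSO with Hck plus Nef and 100% = Hck alone without Nef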
14-3-3 Bad inh – disrupts binding of bovine 14-3-3 zeta to phospho-Bad peptide | P63103 | TR-FRET 14-3-3zeta/Dy647-pBad peptide displacement, 1 h | inhibition, % at 21.7 µM | 220,000 tested, 0.71% active;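 active = inhibition above about 70%, limit read from the data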;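 also: 0% = full 14-3-3 plus peptide FRET controls and 100% = background without 14-3-3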
Target sequence (P63103 whole entry, looked up): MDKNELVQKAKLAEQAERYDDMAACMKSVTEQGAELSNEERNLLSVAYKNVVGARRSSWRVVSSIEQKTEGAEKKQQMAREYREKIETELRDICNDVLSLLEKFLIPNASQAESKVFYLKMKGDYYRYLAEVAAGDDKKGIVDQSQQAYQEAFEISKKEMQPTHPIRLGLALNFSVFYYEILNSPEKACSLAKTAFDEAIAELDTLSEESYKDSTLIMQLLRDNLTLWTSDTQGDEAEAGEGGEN
eIF4E 4G PPI – inhibitors of eIF4E and eIF4G interaction in translation initiation; TR-FRET eIF4E-eIF4GI(517-606) binding, 2 h; inhibition, % at 21.7 µM; 220,000 tested, 0.37% active;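 active = inhibition above about 30%, limit read from the data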;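 also: 0% = full FRET control wells and 100% = background wells lacking eIF4GI fragment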
EP2 mod – modulates human prostaglandin E2 receptor EP2 signaling; induction, % at 25 µM; EP2-expressing cells, cAMP HTRF FRET, PGE2 co-stimulation; P43116; 260,000 tested, 0.83% active;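 active = compounds whose cAMP rise, as percent of the full-agonist control response, exceeds 60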;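 also: rat C6 glioma line stably carrying human EP2 under a CMV promoter; the protocol text gives 20 µM as final concentration; 100% = response of wells given 1 µM PGE2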
Target sequence (P43116 whole entry, looked up): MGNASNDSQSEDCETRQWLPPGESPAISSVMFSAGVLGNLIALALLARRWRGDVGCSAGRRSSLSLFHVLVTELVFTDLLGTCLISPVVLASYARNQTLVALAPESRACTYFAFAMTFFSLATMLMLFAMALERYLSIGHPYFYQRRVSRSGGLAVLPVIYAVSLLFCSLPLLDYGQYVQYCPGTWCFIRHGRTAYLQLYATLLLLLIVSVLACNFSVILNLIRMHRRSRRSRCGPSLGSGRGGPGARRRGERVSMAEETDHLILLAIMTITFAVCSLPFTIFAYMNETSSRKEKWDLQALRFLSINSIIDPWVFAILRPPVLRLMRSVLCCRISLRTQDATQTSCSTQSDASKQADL
PGE2 EP2 inh – inhibitors of human EP2 prostaglandin E2 receptor; inhibition, % at 25 µM; C6 glioma cells expressing human EP2, cAMP TR-FRET; cells stimulated with saturating PGE2; 260,000 tested, 0.52% active; P43116; AID 1422;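 active = percent inhibition above 40 after rounding to a whole number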;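 also: rat C6 glioma host cells with rolipram phosphodiesterase inhibitor present; the protocol text gives 20 µM as final concentration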
TbHK1 inh – T. brucei hexokinase 1 inhibition; AID 1430; 220,000 tested, 0.11% active; inhibition, % at 10 µM; recombinant TbHK1, G6PDH-coupled NADH A340;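 active = inhibition of 50% or more in the single-dose primary screen; inactive = inhibition below 50%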
Rad51 HR inh – blocks human Rad51 in homologous recombination; Q06609; hRad51 DNA strand exchange, fluorescence dequenching; inhibition, % at 10 µM; 200,000 tested, 0.085% active;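 active = inhibition above 40% at the single screening dose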;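 also: 0% = DMSO control wells and 100% = blanks with heterologous ssDNA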
Target sequence (Q06609 whole entry, looked up): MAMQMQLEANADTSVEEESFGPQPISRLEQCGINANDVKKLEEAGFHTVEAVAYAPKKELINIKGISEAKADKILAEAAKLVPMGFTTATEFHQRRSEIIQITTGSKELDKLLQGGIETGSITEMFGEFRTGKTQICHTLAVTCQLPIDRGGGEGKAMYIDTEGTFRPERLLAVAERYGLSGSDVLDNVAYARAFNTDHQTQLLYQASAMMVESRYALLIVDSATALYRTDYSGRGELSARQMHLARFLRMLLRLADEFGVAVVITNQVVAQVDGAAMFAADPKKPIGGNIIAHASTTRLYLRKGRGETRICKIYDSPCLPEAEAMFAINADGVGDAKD
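Material: Human Rad51 nucleoprotein filaments preassembled on unlabelled ssDNA | Also added: Labelled 47-mer dsDNA for strand exchange | Dosing: Single dose, 10 µM final compound | Schedule: 30-min compound preincubation and 15-min exchange, both room temperature | Technique: Fluorescence dequenching at 485/520 nm | Measure: Percent inhibition relative to plate controls and blanks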
zVAD death inh – L929 zVAD cell death inhibition | L929 zVAD necroptosis rescue, ATP luminescence, 24 h; with zVAD 60 µM | viability rescue, % at 10 µM | 220,000 tested, 0.38% active | AID 1377;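 active = activation, scaled between plate controls, above about 75%, limit read from the data; inactive = activation under that limit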;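 also: 0% = zVAD with DMSO and 100% = DMSO alone without zVAD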
m-calpain inh – inhibitors of pig calpain II; purified calpain II, fluorogenic peptide substrate, 30 min; inhibition, % at 16 µM; AID 1236; 220,000 tested, 0.37% active;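 active = inhibition above about 50%, limit read from the data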
* marks the source's active call; other numbers are inactive results; nt = no result given; & = joins results of further samples; [ ] = dose if it differs, or a comment. An excerpt. The share of hits here may be higher or lower than overall.

SMILES	Hck-Nef inh	14-3-3 Bad inh	eIF4E 4G PPI	EP2 mod	PGE2 EP2 inh	TbHK1 inh	Rad51 HR inh	zVAD death inh	m-calpain inh
O=C(N/N=C1\CCCc2ccccc21)c1ccccc1Cl	17	-12	-1	-10	5	-5	9	4.3	-15
COc1cccc(/C=N/N2CCN(c3ccccc3OC)CC2)c1	0	-1	-4	4	8	-2	3	-0.2	-14
COc1cccc(C(=O)Cn2c(Br)nc3c2c(=O)n(C)c(=O)n3C)c1	2	-2[fluorescence artefact?]	4[fluorescence artefact?]	-9	9	-1	-3	0.6	-23
Cc1ccc2c(c1)c(CC(=O)Nc1ccc(C)c(F)c1)c(C(=O)O)n2C	0	-10	-1	19	6	-5	5	1.7	-51
Cc1cc(C)nc(NC(=O)c2cnc3sccn3c2=O)n1	16	15	9[fluorescence artefact?]	-3	11	-50	7	0.0	-18
CCCC(C)NNC(=O)c1cc2ccccc2[nH]1 (stereo not given)	1	-2	-5[fluorescence artefact?]	-40	7	5	0	0.8	4
O=C(NN1C(=O)C2C3c4ccccc4C(c4ccccc43)C2C1=O)c1ccc(Cl)cc1 (stereo not given)	1	-7	2[fluorescence artefact?]	17	8	28	-4	0.3	24
C=CCSC1=NC(=O)/C(=C/c2cccs2)S1	39	1	14[fluorescence artefact?]	-20	26	-21	nt	0.8	5
O=C(c1ccco1)N1CCc2ccccc21	-7	-4	0	-10	0	-8	7	0.4	-5
CCOC(=O)C1CCCN(S(=O)(=O)c2ccc(NC(C)=O)cc2)C1 (stereo not given)	19	2	1	-16	5	-3	1	1.1	3
CCOC(=O)/C(C#N)=C/c1ccc(OCC(=O)Nc2ccc(C)c(C)c2)c(OC)c1	26	20[fluorescence artefact?]	4	-32	8	-6	4	1.6	-26
COc1ccccc1OCCC(=O)O	15	-2	1	31	4	-2	9	1.9	11
O=C(Nc1c2c(nc3ccccc13)CCCC2)c1ccccc1F	6	-10	9	4	4	-2	-46	nt	37
O=C(CC1SC(=O)N(Cc2ccccc2)C1=O)Nc1nccs1 (stereo not given)	1	13	-3	10	17	1	0	0.7	15
CCOC(=O)CN1C(=O)C(O)(CC(=O)c2ccc3c(c2)CCCC3)c2ccccc21 (stereo not given)	8	-14	-1	5	13	1	2	1.5	29
COc1cc(C)c(C(=O)Oc2cc(C)c(C(=O)O)c(O)c2)c(O)c1	33	-8	-21	-2	16	-14	6	-0.4	-20
Cc1ccc(OC2=NS(=O)(=O)c3ccccc32)cc1	-1	27[fluorescence artefact?]	6[fluorescence artefact?]	23	0	-5	2	0.2	-4
Cc1ccccc1NC(=O)C1CC(=O)n2ncnc2N1 (stereo not given)	18	1	3	21	7	-10	-8	-0.4	-16
FC(F)(F)c1nnc2ccc(N3CCCC3)nn12	0	14	2	6	9	-17	57*	0.6	10
CC(=O)N1CCN(c2nc3cc4c(cc3nc2NS(=O)(=O)c2ccccc2)OCCO4)CC1	10	19	0	24	12	-16	-3	-0.5	-331
Clc1ccc(-c2csc3ncnc(Cl)c23)cc1	2	0	-2	8	6	3	-4	-1.0	4
CCOC(=O)CSc1ccc2nnc(-c3ccncc3)n2n1	2	-5	-6	-8	9	-8	1	0.3	-52
COc1cc(CO)cc(Br)c1OCc1cccnc1	-1	2	-4[fluorescence artefact?]	7	8	-2	2	1.7	-16
C/C(=C\C(=O)c1ccc(Cl)cc1)Nc1ccc(Br)cc1	1	nt	nt	nt	8	3	-2	0.2	nt
Cc1cc(C(=O)Nc2ccc3[nH]ccc3c2)no1	-3	-6	-2	-14	3	-7	15	1.7	-6
O=C(CSc1ncn[nH]1)NN(c1ccccc1)c1ccccc1	-1	-6[fluorescence artefact?]	-4	22	6	2	18	0.6	9
Cc1ccc(O)c(C2=NOC(O)(C(F)(F)F)C2)c1 (stereo not given)	-1	4	2	-6	6	3	-4	-0.4	1
Cc1ccc(F)cc1NC(=O)c1cccc2nccnc12	4	1	-28	1	11	-5	3	-0.3	-12
CCC(C)N(CCNC(=O)CC1Oc2ccccc2NC1=O)C1CCCCC1 (stereo not given)	0	4[fluorescence artefact?]	4	1	13	-2	-3	-0.5	-13
Cn1nc(C(=O)NCc2ccco2)c2ccccc2c1=O	0	-4	0	14	7	1	25	0.4	19
Clc1ccc(-c2noc(/C=C/c3ccccc3)n2)cc1	15	-4	2	-11	6	-19	-6	0.6	-11
COc1ccc(-c2csc3ncn(-c4ccccc4OC)c(=O)c23)cc1OC	20	-7	0	2&-1	6&17	-1	-5	67	-46
COCCNC(=S)N/N=C1\CC(C)CC(C)(C)C1 (stereo not given)	24	-4	-1	15	6	1	4	-0.3	5
Cc1cc(OCC(=O)O)c2cccc(C)c2n1	3	77*	10[fluorescence artefact?]	18	9	1	1	0.2	-23
COc1nnc(-c2ccccc2)s1	3	-2	-3	33	5	-6	nt	0.2	20
CSCCC(N=C(NS(=O)(=O)c1ccccc1)c1ccccc1)C(=O)O (stereo not given)	13	-14	-6	-14	10	-14	nt	0.2	-30
CN1CCN(S(=O)(=O)c2cccc(C(=O)Nc3sc4c(c3-c3nc5ccccc5[nH]3)CCCC4)c2)CC1	-1	11	2	16	12	-11	nt	2.3	-64
COc1cc(NC(=S)N2CCC(C(N)=O)CC2)c(OC)cc1Cl	11	-12	-2	7	6	-4	10	-0.6	-13
Cc1[nH]nc2c1C(c1ccc(O)cc1)C1=C(CC(C)(C)CC1=O)N2 (stereo not given)	30	-18	-4	24	5	-31	2	4.0	-95
Cc1ccc(C(=O)CC(C(=O)O)n2ccc(C)n2)cc1 (stereo not given)	0	38[fluorescence artefact?]	-3[fluorescence artefact?]	8	8	3	-6	0.0	-22
COc1ccc(S(=O)(=O)Nc2ccccc2C)cc1	-1	0	-4	-3	3	-6	3	0.0	4
O=C(Nc1ccc(Cl)c(Cl)c1)Nc1cc(S(=O)(=O)N2CCOCC2)ccc1N1CCCC1	7	4	8[fluorescence artefact?]	-42	5	-2	3	1.8	-61
Cc1ccc(NCCCCO)cc1C	23	-11	5	-18	10	-6	1	0.4	-26
COc1ccc(C2CCCN2C(=S)Nc2c(C)cccc2C)cc1OC (stereo not given)	13	6	2	-6	1	-3	nt	1.9	3
COc1ccc(-c2[nH]ncc2CN(C)CCCN2CCOCC2)cc1F	4	-2	2	-15	3	-6	nt	-0.6	-10
CCc1cc(Br)ccc1NC(=O)C1CCCO1 (stereo not given)	6	4	-5	22	6	2	3	0.8	20
CC1CCCCN1C(=O)CCS(=O)(=O)c1cccc2nonc12 (stereo not given)	24	-11	0	7	10	-1	7	7.6	-7
COc1cc(/C=C/C(=O)Oc2coc(CSc3ncccn3)cc2=O)cc(OC)c1OC	13	-4	-1	-10	9	-1	2	0.7	-30
Nc1nc(N2CCN(c3ccc(Cl)cc3)CC2)n[nH]1	2	-22	1	13	4	-1	1	0.8	-31
O=S1(=O)CCC(NC(=S)N2CCOCC2)C1 (stereo not given)	6	-7	19	16	3	0	2	-0.2	-9
CCCCCCCN1C2=NCCN2c2ccccc21	9	-4	-2	-12	14	9	16	-0.4	-14
C/C(=N\NC(=O)Cc1ccc(F)cc1)c1ccc(F)cc1	1	-2[fluorescence artefact?]	11[fluorescence artefact?]	-3	5	-4	6	0.3	4
CCOc1ccc(S(=O)(=O)n2nnc3ccccc32)cc1C	5	28	-3	7	6	-1	6	0.6	22
N=C(N)SCc1cn2ccccc2n1	-1	13	8[fluorescence artefact?]	-10	5	1	11	1.3	-5
CCOC(=O)Cc1csc(NC(=S)NC(=O)c2cc(OC)cc(OC)c2)n1	17	-4	-2	-16	8	0	2	3.3	-13
NC(=O)c1ccccc1NC(=O)CN1CCOCC1	2	8	6	-6	5	0	-3	1.4	9
CSc1nsc(N/N=C/c2ccc3c(c2)OCO3)c1C#N	-5	7	-3	-53	4	-2	-14	0.1	27
CN(CC(=O)Nc1ccc([N+](=O)[O-])cc1Br)Cc1c(F)cccc1Cl	3	3	3	-22	8	-6	1	0.9	24
CCOC(=O)CC(C(=O)OCC)P(=O)(c1ccccc1)c1ccccc1 (stereo not given)	-1	5[fluorescence artefact?]	-2[fluorescence artefact?]	17	8	-5	-3	-0.8	-1
Cc1ccsc1C(=O)OCC(=O)Nc1c(C)n(C)n(-c2ccccc2)c1=O	1	-4	0[fluorescence artefact?]	30	1	-2	nt	0.9	25

Shown as labelled records: 3 of the compounds above.
Molecule: CC1CCCCN1C(=O)CCS(=O)(=O)c1cccc2nonc12 (stereo not given)
  Hck-Nef inh = 24
  14-3-3 Bad inh = -11
  eIF4E 4G PPI = 0
  EP2 mod = 7
  PGE2 EP2 inh = 10
  TbHK1 inh = -1
  Rad51 HR inh = 7
  zVAD death inh = 7.6
  m-calpain inh = -7

Molecule: CN1CCN(S(=O)(=O)c2cccc(C(=O)Nc3sc4c(c3-c3nc5ccccc5[nH]3)CCCC4)c2)CC1
  Hck-Nef inh = -1
  14-3-3 Bad inh = 11
  eIF4E 4G PPI = 2
  EP2 mod = 16
  PGE2 EP2 inh = 12
  TbHK1 inh = -11
  Rad51 HR inh = nt
  zVAD death inh = 2.3
  m-calpain inh = -64

Molecule: O=C(Nc1c2c(nc3ccccc13)CCCC2)c1ccccc1F
  Hck-Nef inh = 6
  14-3-3 Bad inh = -10
  eIF4E 4G PPI = 9
  EP2 mod = 4
  PGE2 EP2 inh = 4
  TbHK1 inh = -2
  Rad51 HR inh = -46
  zVAD death inh = nt
  m-calpain inh = 37

3 entries already listed, ordered by the number in Rad51 HR inh, largest number first.
SMILES	Rad51 HR inh
N=C(N)SCc1cn2ccccc2n1	11
COc1cc(/C=C/C(=O)Oc2coc(CSc3ncccn3)cc2=O)cc(OC)c1OC	2
Nc1nc(N2CCN(c3ccc(Cl)cc3)CC2)n[nH]1	1

Further structures
SMILES	Hck-Nef inh	14-3-3 Bad inh	eIF4E 4G PPI	EP2 mod	PGE2 EP2 inh	TbHK1 inh	Rad51 HR inh	zVAD death inh	m-calpain inh
O=C(c1c(Cl)cccc1Cl)N1CCN(c2cccc3[nH]ccc23)CC1	18	8	10	-56	11	-7	19	1.1	20
CCCCN(C)C1CCN(C(=S)Nc2cccc(OC)c2)CC1	-9	1	3	3	9	-10	nt	0.1	20
CC1CCN(C(C)C(=O)Nc2ccccc2-c2ccccc2)CC1 (stereo not given)	2	85*	26	82*	3	5	-5	-0.4	2
O=C(NC(Cc1ccccc1)c1nc2ccccc2[nH]1)c1cccc([N+](=O)[O-])c1 (stereo not given)	9	-1	-1	-3	2	0	18	1.4	28
Cc1ccc(N=Nc2c(=O)[nH]n3c(C)cc(C)nc23)cc1	-1	12[fluorescence artefact?]	-11[fluorescence artefact?]	-8	10	-11	0	-0.3	-1
COc1cccc(/C=N/NC(=O)C(=O)Nc2ccccc2OC(F)(F)C(F)F)c1O	3	-18	-2[fluorescence artefact?]	-4	12	42	nt	19	-62
O=C(N/C(=C\c1ccc([N+](=O)[O-])cc1)C(=O)N1CCCCC1)c1ccccc1Br	4	3	5	18	16	-23	nt	0.1	16
COc1ccc(Cl)cc1-c1nc(SCC(N)=O)n[nH]1	13	-5	2	6	11	1	4	0.8	-20
COc1ccc2cc(C(=O)OC(C)C)sc(=O)c2c1OC	0	-6	0	13	7	-18	-1	-0.1	14
COc1ccc(C2(C(=O)N3CCCC3)CCOCC2)cc1OC	-1	11	4	27	15	0	6	3.5	-29
COc1ccc(N2CC(O)=C(c3nc(-c4ccc(F)cc4)cs3)C2=N)cc1Cl	10	-6	-1	-56	22	-6	0	2.3	-42
Cc1ccc(SCCNC(=O)/C=C/c2ccc(Cl)cc2)cc1	4	-16	0	-86	10	33	8	1.1	10
Cc1[nH]c2ccccc2c1C(=O)C(=O)N1CC=C(c2ccccc2)CC1	-1	-7	7[fluorescence artefact?]	-11	28	-6	-9	-0.6	-1
COC(=O)c1sc(NC(=O)C2c3ccccc3Oc3ccccc32)c(C(=O)OC)c1C	9	-12	19[fluorescence artefact?]	26	5	-15	0	-0.4	-31
